Screening data from PubChem BioAssay.
WRN inhibitor: blocks human WRN helicase; WRN helicase unwinding, fluorescent forked duplex, kinetic; Potency, µM (doses to about 114 µM), inactives show at the top dose activity change, negative = inhibition, actives largely listed as inhibitors; 0.46% of 360,000 active; AID 651768; further: potency means the concentration at half of the fitted maximal effect; on the % scale 0 is the no-effect control and ±100 the full control effect; nearly all actives have a fitted effect of over 55% in size
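WRN at 20 nM final preincubated with compound 15 min at room temperature; reaction started with 100 nM fluorophore/quencher forked duplex oligonucleotide and 2 mM ATP final. Unwinding followed kinetically by red fluorescence (ex 525, em 598 nm).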
PI5P4Ka inh: PI5P4K alpha (human) kinase inhibition; P48426; AID 652105; PI5P4Kalpha enzyme, ADP-Glo luminescence, 60 min; active compounds read low; max response, %; 1.2% of 330,000 active; active means max response of -50% or lower; further: value at the top dose of about 77 µM; on the % scale 0 is the no-effect control and ±100 the full control effect
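Controls without substrate or without enzyme flank wells where PI5P4Kalpha converts substrate using 5 microM ATP (final). Incubation lasts 60 minutes at room temperature; ADP formed is read by ADP-Glo luminescence.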
EPAC1 antagonist: EPAC1 (human) antagonism; O95398; EPAC1 GEF assay, Rap1b-BODIPY-GDP exchange fluorescence; Potency, µM (titrated, usually from 115 µM), inactives show at the highest dose activity change, negative = inhibition, actives largely listed as inhibitors; 0.14% of 360,000 active;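 further: potency means the concentration at half of the fitted maximal effect; plate controls were vehicle for no effect and positive control for full effect; nearly all actives have a fitted effect of over 50% in size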
Target sequence (O95398 whole entry, looked up): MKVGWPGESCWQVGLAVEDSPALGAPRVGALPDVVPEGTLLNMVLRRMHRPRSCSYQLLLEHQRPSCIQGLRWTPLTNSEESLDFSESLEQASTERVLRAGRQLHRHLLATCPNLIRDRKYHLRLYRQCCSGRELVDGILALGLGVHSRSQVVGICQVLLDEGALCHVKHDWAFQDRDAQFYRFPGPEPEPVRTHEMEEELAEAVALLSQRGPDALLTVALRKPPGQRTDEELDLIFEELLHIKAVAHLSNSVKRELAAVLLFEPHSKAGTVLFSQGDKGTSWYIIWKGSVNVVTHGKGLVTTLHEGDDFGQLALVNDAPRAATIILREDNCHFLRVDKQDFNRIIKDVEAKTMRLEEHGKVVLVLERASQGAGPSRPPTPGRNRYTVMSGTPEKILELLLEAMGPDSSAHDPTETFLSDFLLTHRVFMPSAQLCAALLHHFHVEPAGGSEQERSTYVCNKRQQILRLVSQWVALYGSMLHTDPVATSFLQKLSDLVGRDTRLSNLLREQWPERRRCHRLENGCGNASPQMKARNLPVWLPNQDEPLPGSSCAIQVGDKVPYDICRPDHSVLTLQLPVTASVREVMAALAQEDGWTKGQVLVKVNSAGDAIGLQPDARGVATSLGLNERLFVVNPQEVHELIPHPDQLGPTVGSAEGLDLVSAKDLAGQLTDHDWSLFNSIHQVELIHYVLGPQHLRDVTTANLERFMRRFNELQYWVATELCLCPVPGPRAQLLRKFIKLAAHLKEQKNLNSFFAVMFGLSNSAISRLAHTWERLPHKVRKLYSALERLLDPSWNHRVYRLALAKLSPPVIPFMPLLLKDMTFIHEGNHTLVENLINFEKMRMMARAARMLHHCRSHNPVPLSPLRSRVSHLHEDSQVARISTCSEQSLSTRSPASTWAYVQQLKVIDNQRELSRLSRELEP
CCT chaperon mod: changes cytosolic chaperonin activity; activity change, % (concentration not given with the values), hits read low; 0.3% of 360,000 active; AID 651819; purified chaperonin ATPase assay, HTRF ADP detection, 30 min; in the data active means activity change below about -30%; further: on the % scale 0 is the no-effect control and ±100 the full control effect
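Enzyme 40 or 20 nM (batch-dependent) in Tris pH 7.4/KCl/MgCl2/DTT; cpd 76 uM single point; ATP 10 uM; 30 min 37 °C; Transcreener ADP HTRF detection, 30 min RT; ratio 665/615.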
EPAC2 antagonist: blocks human EPAC2 exchange factor. Q8WZA2. EPAC2 GEF exchange of Rap1B-BODIPY-GDP, fluorescence. Potency, µM (top dose mostly 114 µM), for inactives: at the top dose activity, negative = inhibition, most hits filed as inhibitors. 0.18% of 360,000 active; further: potency means the concentration at half of the fitted maximal effect; on the % scale 0 is the no-effect control and ±100 the full control effect; nearly all actives have a fitted effect of over 45% in size; many of its hits are not listed in these tables
PLK1 PBD inh: PLK1 (human) polo-box domain binding inhibition; Plk1 PBD binding of FITC phosphopeptide, fluorescence polarization; P53350; AID 720504; Potency, µM, for inactives: max response, negative = inhibition, usual class: inhibitors; 2.8% of 360,000 active; further: potency means the concentration at half of the fitted maximal effect; series mostly up to about 57 µM; on the % scale 0 is the no-effect control and ±100 the full control effect; nearly all actives have a fitted effect of over 65% in size
MmCpn inh: blocks the Methanococcus maripaludis chaperonin Mm-Cpn; purified Mm-Cpn ATPase, ADP Transcreener TR-FRET; Potency, µM (series often up to 76.9 µM), inactives show at the highest dose activity, negative = inhibition, usual class: inhibitors; 0.031% of 330,000 active; AID 504842; further: potency means the concentration at half of the fitted maximal effect; on the % scale 0 is the no-effect control and ±100 the full control effect; nearly all actives have a fitted effect of over 80% in size
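25 nM Mm-CPN + cpd, 10 min 37°C; + 10 uM ATP, 30 min 37°C; buffer 30 mM Tris pH 7.4, 100 mM KCl, 5 mM MgCl2, 1 mM DTT; Transcreener ADP HTRF detection 30 min RT.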
EPAC1 ag: activates human EPAC1 exchange factor. EPAC1 agonist qHTS, biochemical assay; response scale: 100% = response to 6.5 mM cAMP. Potency, µM (series often up to 154 µM), for inactives: at the top dose activation, most hits filed as activators. 0.073% of 360,000 active. AID 720707; further: potency means the concentration at half of the fitted maximal effect; nearly all actives have a fitted effect of over 60% in size
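EPAC1 100 nM, Rap1B–BODIPY-GDP 250 nM, unlabeled GDP 50 uM; compound titration; 5 min RT; kinetic read ex480/em540 at 5-min intervals ×30 min; data normalized to 6.5 mM cAMP agonist control.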
An asterisk follows results filed as active; / = no result given; [ ] = remark or other dose. Unless noted, the call rests on the fitted dose curve; in most records, active means well fitted curve in the direction sought with a large enough effect; inconclusive means small, poorly fitted or top-dose-only effect, or another doubt; inactive means no such curve, though single readings can be large; an effect the other way counts as inactive or inconclusive. Not all compounds are listed. The share of hits here may be higher or lower than overall.

SMILES	WRN inhibitor	PI5P4Ka inh	EPAC1 antagonist	CCT chaperon mod	EPAC2 antagonist	PLK1 PBD inh	MmCpn inh	EPAC1 ag
Cc1ccccc1NC(=O)CSc1nnc(-c2ccccc2)n1-c1ccccc1	-24%	-6	-13%	0.2	0%	-8%	0%	-6%
COc1cc(C(=O)NCc2ccc3c(c2)OCO3)c([N+](=O)[O-])cc1OC	-2%	-1	-3%	-1.7	3%	2%	0%	-12%
O=C(c1ccc(S(=O)(=O)Nc2cccc(C(F)(F)F)c2)cc1)N1CCOCC1	-1%	4	-9%	-1.5	0%	0%	1%	0%
Cc1ccc(S(=O)(=O)c2ccsc2NC(=O)c2ccccc2)cc1	-12%	-3	8%	0.4	6%	5%	/	-1%
COc1ccc(C(=O)Nc2nc3ccccc3s2)cc1OC	16%	2	-17%	-1.3	-4%	4%	-2%	11%
CC1(C)Cc2c(c(-c3ccccc3)nc(N3CCCC3)c2C(N)=O)CO1	-1%	-1	-1%	1.4	0%	2%	0%	-2%
Cc1ccc(OCC(=O)N/N=C/c2ccco2)cc1	-5%	/	3%	-2.2	-1%	-1%	-1%	10%
O=C(COC(=O)/C=C/c1ccccc1)NC1CCS(=O)(=O)C1 (centres undefined)	2%	-2	1%	1.2	19%	2%	-2%	0%
COc1cccc2sc(N3CCN(C(=O)C4COc5ccccc5O4)CC3)nc12 (centres undefined)	1%	-4	-8%	-1.4	6%	-1%	0%	-2%
O=C(NCCS(=O)(=O)N1CCN(c2ccccc2)CC1)C1CC(=O)N(c2ccccc2)C1 (centres undefined)	-4%	-3	-13%	0.2	-3%	-7%	2%	-4%
COc1cccc2cc(C(=O)C3=C(O)C(=O)N(CCN4CCOCC4)C3c3ccc(Cl)cc3)oc12 (centres undefined)	-3%	-2	-7%	-2.6	5%	-5%	-5%	-2%
COc1ccc(/C=N/n2cncn2)cc1Cn1cc([N+](=O)[O-])cn1	-2%	-2	-2%	-1.6	1%	-3%	0%	9%
Cc1cc(NC(=O)COC(=O)C2CC2)ccc1Br	-10%	1	-24%	2.9	-9%	0%	0%	-4%
O=C(Nc1ccc2c(c1)OCCO2)c1coc2ccccc2c1=O	-16%	-16	-11%	-2.0	59%[activator]	12%	1%	-12%
N#Cc1ccc(CN2CCN(C(=O)c3cc(C4CC4)nn3-c3ccccc3)CC2)cc1	4%	0	-13%	-0.7	-1%	-18%	2%	1%
CCCCOC(=O)c1ccc(NC(=O)C2CCCO2)cc1 (centres undefined)	1%	-6	10%	0.6	3%	-11%	1%	8%
C(=N\Nc1nc2ccccc2[nH]1)/c1cccs1	-16%	1	-11%	-8.0	4%	-4%	-18%	1%
CCOC(=O)C1=C(C)Nc2ccccc2N/C1=N\S(=O)(=O)c1ccc(Cl)cc1	1%	-11	1%	-1.4	-4%	-8%	2%	6%
C=CCC1Cc2c(cccc2[N+](=O)[O-])C(CC=C)N1 (centres undefined)	-4%	2	2%	-2.1	-1%	-8%	0%	1%
COc1ccc(OC)c(NC(=O)CC2SC(=Nc3ccccc3)N(CCc3ccccn3)C2=O)c1 (centres undefined)	-9%	2	-15%	-2.6	-14%	-24%	-2%	7%

Entries of single compounds, quoted from the list. Order of values: WRN inhibitor	PI5P4Ka inh	EPAC1 antagonist	CCT chaperon mod	EPAC2 antagonist	PLK1 PBD inh	MmCpn inh	EPAC1 ag
O=C(Nc1ccc2c(c1)OCCO2)c1coc2ccccc2c1=O in the list: -16%	-16	-11%	-2.0	59%[activator]	12%	1%	-12%
O=C(NCCS(=O)(=O)N1CCN(c2ccccc2)CC1)C1CC(=O)N(c2ccccc2)C1 (centres undefined) in the list: -4%	-3	-13%	0.2	-3%	-7%	2%	-4%
O=C(c1ccc(S(=O)(=O)Nc2cccc(C(F)(F)F)c2)cc1)N1CCOCC1 in the list: -1%	4	-9%	-1.5	0%	0%	1%	0%

For reference, some entries already given.
SMILES	WRN inhibitor	PI5P4Ka inh	EPAC1 antagonist	CCT chaperon mod	EPAC2 antagonist	PLK1 PBD inh	MmCpn inh	EPAC1 ag
O=C(NCCS(=O)(=O)N1CCN(c2ccccc2)CC1)C1CC(=O)N(c2ccccc2)C1 (centres undefined)	-4%	-3	-13%	0.2	-3%	-7%	2%	-4%
COc1cccc2cc(C(=O)C3=C(O)C(=O)N(CCN4CCOCC4)C3c3ccc(Cl)cc3)oc12 (centres undefined)	-3%	-2	-7%	-2.6	5%	-5%	-5%	-2%
COc1ccc(/C=N/n2cncn2)cc1Cn1cc([N+](=O)[O-])cn1	-2%	-2	-2%	-1.6	1%	-3%	0%	9%
Cc1cc(NC(=O)COC(=O)C2CC2)ccc1Br	-10%	1	-24%	2.9	-9%	0%	0%	-4%
O=C(Nc1ccc2c(c1)OCCO2)c1coc2ccccc2c1=O	-16%	-16	-11%	-2.0	59%[activator]	12%	1%	-12%
N#Cc1ccc(CN2CCN(C(=O)c3cc(C4CC4)nn3-c3ccccc3)CC2)cc1	4%	0	-13%	-0.7	-1%	-18%	2%	1%
CCCCOC(=O)c1ccc(NC(=O)C2CCCO2)cc1 (centres undefined)	1%	-6	10%	0.6	3%	-11%	1%	8%
C(=N\Nc1nc2ccccc2[nH]1)/c1cccs1	-16%	1	-11%	-8.0	4%	-4%	-18%	1%
CCOC(=O)C1=C(C)Nc2ccccc2N/C1=N\S(=O)(=O)c1ccc(Cl)cc1	1%	-11	1%	-1.4	-4%	-8%	2%	6%
C=CCC1Cc2c(cccc2[N+](=O)[O-])C(CC=C)N1 (centres undefined)	-4%	2	2%	-2.1	-1%	-8%	0%	1%
COc1ccc(OC)c(NC(=O)CC2SC(=Nc3ccccc3)N(CCc3ccccn3)C2=O)c1 (centres undefined)	-9%	2	-15%	-2.6	-14%	-24%	-2%	7%

Next compounds:
SMILES	WRN inhibitor	PI5P4Ka inh	EPAC1 antagonist	CCT chaperon mod	EPAC2 antagonist	PLK1 PBD inh	MmCpn inh	EPAC1 ag
Cc1ccc(-n2cnnn2)c2cccnc12	-4%	/	6%	-1.3	-2%	-7%	1%	6%
COc1cc(OC)c2c(-c3ccccc3)cc(C3CCCCC3)nc2c1	-3%	9	-15%	-1.6	-7%	-8%	/	-11%
CC(=O)Nc1ccc(S(=O)(=O)N2CCc3ccccc3C2CC(=O)O)cc1 (centres undefined)	2%	-9	4%	-1.6	5%	-7%	1%	-2%
CCOc1ccc(CNC(=O)CCc2cn(C)c3ccccc23)cc1OC	-30%	-7	0%	-2.2	2%	-12%	1%	8%
CCCCCCCCN1C(=O)[C@H](CC(=O)NCc2cccc(C(F)(F)F)c2)C[C@@]2(C(=O)OC)CC(C)(C)CC=C12	-5%	28	-28%	/	-17%	-8%	/	-20%
Nc1ncnc2nc(N3CCN(C(=O)c4ccccc4)CC3)[nH]c12	0%	-3	-21%	-0.2	10%	0%	-2%	-29%
CCN(CC)C(=O)Cn1nc(C)c2ccccc2c1=O	-7%	1	5%	1.0	20%	-12%	1%	5%
COc1ccc(NS(=O)(=O)c2cc(NC(=O)CCc3ccccc3)ccc2N2CCOCC2)cc1	-6%	-9	-7%	-2.6	-5%	2%	/	18%
O=C(CN1CCN(Cc2ccc(Cl)cc2)C1=O)NCCN1CCCC1	11%	-1	-4%	0.1	6%	0%	-1%	3%
CN(CCC1CCOCC1)C(=O)CC1C(=O)NCCN1Cc1cccc(F)c1 (centres undefined)	-21%	-8	6%	-0.1	1%	-5%	-3%	1%
CCOCC(=O)Nc1cc(C)on1	-2%	0	-9%	0.2	-2%	-4%	1%	3%
CN1C(C(=O)Nc2ncccn2)=C(O)c2ccccc2S1(=O)=O	11%	-2	6%	1.5	10%	-4%	0%	-1%
O=C(C=C1CCN(c2ncc(C(F)(F)F)cc2Cl)CC1)NNC(=O)Nc1ccccc1	-12%	/	1%	-3.6	-4%	-3%	0%	7%
C/C(N)=C(/C#N)C(=O)CSc1cc(C)c2cc(C)cc(C)c2n1	-6%	39	2%	-8.3	21%	-10%	-1%	1%
COC(=O)c1cc2c([nH]c1=O)CCCC2=O	-4%	6	-12%	-7.2	13%	-10%	/	-12%
Cc1oc2c(cc(NS(=O)(=O)c3ccc4c5c(cccc35)C(=O)N4)c3ccccc32)c1C(=O)OC(C)C	-10%	-20	1%	-1.2	5%	-7%	0%	2%
C[C@H](CO)N1C[C@H](C)[C@@H](CN(C)S(=O)(=O)c2ccc(F)cc2)Oc2c(NC(=O)Cc3ccccc3)cccc2C1=O	-4%	-7	-3%	-1.1	-4%	-3%	0%	-15%
Cc1ccc2[nH]c(=O)c(COC(=O)c3ccccn3)cc2c1	2%	3	-19%	0.1	-9%	-3%	0%	1%
O=C(NCCN1CCC(n2c(=O)[nH]c3ccccc32)CC1)c1ccc(F)cc1	5%	-11	18%	1.2	3%	-6%	/	-7%
O=C(COc1ccc(Br)cc1Cl)NC(=O)Nc1ccc2c(c1)OCCO2	-8%[57.1 µM]	0	15%	1.9	-7%	3%	-2%	-16%
CCOC(=O)C1(CC2CCCCO2)CCN(Cc2nc3ccccc3[nH]2)CC1 (centres undefined)	5%	-1	8%	-3.9	-2%	1%	0%	2%
O=C(OC1CC2CC1[C@H]1CCCCN1C2=O)N1CCCCC1 (some centres undefined)	0%	0	11%	0.4	4%	-4%	/	3%
CCN1C(=O)CC(N2CCOCC2)C1=O (centres undefined)	-2%	3	-13%	1.2	6%	-2%	0%	0%
CCCCCC(=O)N1C[C@H](O)[C@@H](n2cc(-c3ccc(F)cc3)nn2)C[C@@H]1c1ccc(OC)cc1	-5%	3	15%	0.9	-5%	-9%	/	16%
CCS(=O)c1scc(-c2ccc(Cl)cc2)c1C#N (centres undefined)	-4%	-2	0%	-3.0	-7%	-12%	-3%	-10%
OC(c1ccccc1)c1nc2ccccc2s1 (centres undefined)	0%	-27	2%	-0.2	-3%	12µM*	1%	14%
CCN(CC)C(=O)c1cccc(-c2csc(C(O)c3ccco3)n2)c1 (centres undefined)	-12%	-2	-17%	1.0	-5%	-9%	/	-3%
